AGP1-GFP MLPCN – modulators of TOR pathway AGP1-GFP in S. cerevisiae. 320,000 compounds, 0.02% hits. GFP response vs DMSO, % at 10 µM. S. cerevisiae AGP1-GFP multiplex flow cytometry, 3 h; GFP as percent of DMSO wells;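 active = GFP response relative to DMSO above a set limit, near screen average plus 3 SD, cut at about 150% in these data; inconclusive = fewer than 70 cells counted for the yeast strain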;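 also: median GFP channel fluorescence of the gated AGP1 strain per well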
AHR activator – activates the human aryl hydrocarbon receptor. 320,000 compounds, 2.5% hits. AHR-responsive luciferase reporter cells, luminescence. activation, % at 5 µM; in the data active = activation above about 47%;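 also: 0% = vehicle wells and 100% = reference agonist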
proCasp3 act – procaspase-3 (human) activation. 330,000 compounds, 0.11% hits. recombinant procaspase-3 D3A, Ac-DEVD-pNA absorbance 405 nm. activation, % at 8.5 µM. P42574;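 active = activation above the mean of all tested compounds plus 3 SD, cut at about 21% in these data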;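 also: 0% = DMSO alone and 100% = DMSO wells spiked with extra 5 µM PC-3 D3A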
Target sequence (P42574 whole entry D9A/D28A/D175A): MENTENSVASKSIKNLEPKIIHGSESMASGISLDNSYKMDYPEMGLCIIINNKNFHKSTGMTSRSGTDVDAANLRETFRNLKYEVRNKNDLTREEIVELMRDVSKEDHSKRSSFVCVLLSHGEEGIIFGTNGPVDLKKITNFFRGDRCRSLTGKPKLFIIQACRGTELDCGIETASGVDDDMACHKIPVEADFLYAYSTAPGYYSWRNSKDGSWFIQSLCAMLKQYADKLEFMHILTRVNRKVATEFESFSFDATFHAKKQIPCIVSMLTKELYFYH
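Test system: Procaspase-3 D3A mutant; medium: Zinc-free HEPES/NaCl buffer with 0.01% Triton X-100 at pH 7.4; reagent: DEVD-pNA substrate; doses: one concentration, 8.5 µM nominal, 0.8% DMSO; times: 1 h preincubation plus 2 h reaction at 25 °C; signal: Epi-absorbance at 405 nm of released p-nitroaniline, 0 and 120 min; replicates: singlicate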
RPL19A-GFP yeast – alters RPL19A-GFP fluorescence in TOR pathway yeast screen | S. cerevisiae RPL19A-GFP strain, flow cytometry, 3 h; stronger effect = lower value | percent response vs DMSO, % at 10 µM | 330,000 compounds, 0.3% hits | AID 2025;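 active = percent response vs DMSO below 50%; inconclusive = fewer than 70 events counted for the yeast strain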;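 also: median channel GFP fluorescence of the barcoded RPL19A-GFP strain; ratio of sample median GFP to plate DMSO average so 100% = DMSO; lower means less RPL19A-GFP as with rapamycin TOR inhibition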
LAP4 TOR yeast – alters LAP4-GFP fluorescence in TOR pathway yeast screen. S. cerevisiae LAP4-GFP multiplex, flow cytometry GFP, 3 h; median GFP as percent of DMSO wells. GFP response vs DMSO, % at 10 µM. 320,000 compounds, 0.34% hits. AID 2023;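 active = GFP response vs DMSO above a set limit, about the screen mean plus 3 SD, cut at about 150% in these data; inconclusive = under 70 cell events counted for the yeast strain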
MEP2 TOR yeast – modulators of TOR pathway MEP2-GFP in S. cerevisiae | S. cerevisiae MEP2-GFP strain, flow cytometry GFP, 3 h; 100% = DMSO control level | GFP response vs DMSO, % at 10 µM | 330,000 compounds, 0.51% hits;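 active = GFP response versus DMSO above a set limit, roughly screen mean plus 3 SD, cut at about 180% in these data; inconclusive = fewer than 70 cells counted for a yeast strain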;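 also: median GFP fluorescence of the barcode-gated MEP2-GFP cells per well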
proCasp7 act – counter-screen: procaspase-7 (human) activation | 330,000 compounds, 0.093% hits | recombinant procaspase-7, Ac-DEVD-pNA absorbance 405 nm; D23A/D198A/D206A triple mutant, cannot self-cleave; scale: DMSO 0, 5 µM enzyme 100 | activation, % at 8.5 µM | P55210;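 active = percent activation above the screen-wide mean plus 3 SD, cut at about 25% in these data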
Target sequence (P55210 whole entry D23A/D198A/D206A): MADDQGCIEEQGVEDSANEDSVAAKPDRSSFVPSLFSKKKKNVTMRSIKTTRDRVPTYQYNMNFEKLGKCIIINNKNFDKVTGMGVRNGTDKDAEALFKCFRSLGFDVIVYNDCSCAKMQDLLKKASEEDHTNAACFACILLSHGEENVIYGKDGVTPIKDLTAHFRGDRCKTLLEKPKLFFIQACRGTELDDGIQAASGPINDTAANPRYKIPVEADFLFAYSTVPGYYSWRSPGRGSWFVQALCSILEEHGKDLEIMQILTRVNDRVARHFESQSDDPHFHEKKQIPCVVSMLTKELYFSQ
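Assay system: Uncleavable procaspase-7 mutant enzyme | Input: 2 µM procaspase-7 mutant as dispensed | Timing: 1 h compound preincubation, 2 h substrate cleavage, 25 °C | Repeats: One well per compound | Control set: DMSO wells as 0%, DMSO with 5 µM added PC-7 as 100% | Technique: Epi-absorbance of released pNA at 405 nm, two timepoints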
CIT2 TOR yeast – alters CIT2-GFP fluorescence in TOR pathway yeast screen; S. cerevisiae CIT2-GFP strain, flow cytometry, 3 h; 100 means same as DMSO wells; GFP response vs DMSO, % at 10 µM; 320,000 compounds, 0.065% hits; AID 2029;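 active = GFP response relative to DMSO above a set limit, near the screen mean plus 3 SD, cut at about 150% in these data; inconclusive = Fewer than 70 cells measured for a yeast strain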;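 also: ratio of well median GFP fluorescence to mean of DMSO wells on the plate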
* marks the source's active call; other numbers are inactive results; ? = inconclusive; · = no result given; [ ] = another dose, or the depositor's remark. Compounds as they come, and some 3.5% of all compounds hit somewhere here.

SMILES,AGP1-GFP MLPCN,AHR activator,proCasp3 act,RPL19A-GFP yeast,LAP4 TOR yeast,MEP2 TOR yeast,proCasp7 act,CIT2 TOR yeast
COCC(=O)Nc1nnc(COc2ccccc2)s1,102,0,-5,103,99,102,2,106
COC(=O)Nc1cc(C(=O)c2ccc(Cl)cc2Cl)c[nH]1,101,3,-7,102,100,102,17,100
CCCC(=O)N(CCN(C(=O)CCC)c1ccccc1)c1ccccc1,108,0,1,109,100,114,1,92
COc1ccc(C2=CSC(/N=C/c3ccc(F)cc3)=NN2)cc1,98,70*,-21,98,113,105,-20,95
Cc1ccc(C(=O)N/N=C/c2ccc(-c3cccc(C(F)(F)F)c3)o2)cn1,93,1,-12,91,97,88,-20,78
CCCc1nc(-c2cc3ccc(C)cc3[nH]c2=O)no1,98,0,-3,95,94,86,2,85
C=CCn1c(SCC(=O)NC(=O)Cc2ccccc2)nnc1-c1ccccc1F,96,-1,3,99,92,98,-3,106
O=C(NCCOc1ccc(Cl)cc1)c1ccc2c(c1)OCCO2,83,7,5,87,102,90,3,64
Cc1ccccc1-n1c(SCC(=O)Nc2ccc3c(c2)OCO3)nnc1-c1ccccn1,97,8,2,104,103,101,-3,94
COc1ccc(C2(c3ccc(OC)cc3)NC(=O)N(CC(=O)Nc3ccc(C(N)=O)cc3)C2=O)cc1,97,0,0,99,90,103,3,98
S=C1NCN(CCc2ccccc2)CN1,101,-2,-3,98,99,96,3,94
O=C(Nc1nc2c(s1)COc1ccccc1-2)c1cccs1,86,129*,-7,92,106,98,-6,83
Cn1cncc1COC(=O)c1ccc(Cl)cc1,105,0,-3,107,91,109,5,101
Cc1cc(C)cc(OC(C)c2ccnc3nc(/N=C/N(C)C)nn23)c1 (stereo unspecified),109,7,-4,108,104,106,4,100
CC(C)c1ccc(S(=O)(=O)N2CCN(CC(=O)c3ccc(O)c(O)c3)CC2)cc1,89,3,-10,91,89,93,-6,97

The list goes on:
SMILES,AGP1-GFP MLPCN,AHR activator,proCasp3 act,RPL19A-GFP yeast,LAP4 TOR yeast,MEP2 TOR yeast,proCasp7 act,CIT2 TOR yeast
O=C(O)C1C2C=CC(C2)C1C(=O)NCCCN1CCOCC1 (stereo unspecified),87,0,-1,87,90,98,7,90
O=C(c1ccc(Oc2ccc(Cl)cc2)c([N+](=O)[O-])c1)N1CCCC1,92,1,6,102,100,103,1,97
CC(C)CC(=O)N1CCN(S(C)(=O)=O)CC1,100,-2,2,100,97,103,-4,98
O=C(O)CCc1ccc(-c2cccs2)n1NC(=O)c1ccc(O)cc1,98,1,5,96,98,99,1,98
CC1CCCCN1CC(=O)Nc1ccc(N2CCCCCC2)cc1 (stereo unspecified),76,2,-15,90,84,86,-5,86
Nn1cnc2scc(-c3ccc(Cl)cc3)c2c1=O,96,25,-1,106,100,112,0,108
O=C(NC1CCCCC1)C(c1ccc2ncccc2c1)N(Cc1ccccc1)C(=O)c1cccs1 (stereo unspecified),101,0,3,99,103,100,9,100
CCN(C(=O)c1cc2c(=O)[nH]c3ccc(C)cc3c2s1)c1ccccc1C,88,7,5,91,87,79,-2,88
CCC(C)(C)NC(=O)c1ccc(Sc2nncn2C)c([N+](=O)[O-])c1,103,2,-1,98,98,110,-8,104
COC(=O)c1cc(S(=O)(=O)N2CCN(c3cc(C)ccc3C)CC2)c[nH]1,101,-1,-6,101,100,102,6,112
CCC(c1nnnn1Cc1ccco1)N(Cc1cc2cc(OC)ccc2[nH]c1=O)C1CCCCC1 (stereo unspecified),60[may fluoresce violet],1,-10,39*[may fluoresce violet],90[may fluoresce violet],161[may fluoresce violet],-9,?
O=C(CSc1nc(O)c(C2CCCCC2)c(=O)[nH]1)N1CCOCC1,100,-2,12,95,93,101,8,106
Cc1ccccc1NC(=O)Cc1nc(CN(C)CC(=O)Nc2cccc(F)c2)cs1,101,0,3,96,99,93,-9,101
CCN(C(=O)COc1cc(=O)n(CC)c2ccccc12)c1cc(Cl)ccc1OC,107,15,-3,102,99,109,-1,107
CCOC(=O)c1cnc(SSc2ncc(C(=O)OCC)c(N)n2)nc1N,101,2,-21,103,103,105,-33,97

The last 2 entries of the section above open the next one.
SMILES,AGP1-GFP MLPCN,AHR activator,proCasp3 act,RPL19A-GFP yeast,LAP4 TOR yeast,MEP2 TOR yeast,proCasp7 act,CIT2 TOR yeast
CCN(C(=O)COc1cc(=O)n(CC)c2ccccc12)c1cc(Cl)ccc1OC,107,15,-3,102,99,109,-1,107
CCOC(=O)c1cnc(SSc2ncc(C(=O)OCC)c(N)n2)nc1N,101,2,-21,103,103,105,-33,97
CCOC(=O)c1sc(N/N=C/c2cc(Br)c(O)c(OC)c2)nc1C,94,67*,-48,101,105,113,-16,104
CC(=O)Nc1cccc(C(=O)O)n1,102,-2,1,103,89,103,2,103
CN1C=CC=C/C1=C1\SC(=S)N(C2CCCCC2)C1=O,103,5,-16,97,105,101,-15,101
Cc1ccc(C(=O)NC2CCCCNC2=O)cc1C (stereo unspecified),107,2,0,101,107,96,3,97
CN(C)S(=O)(=O)N1C(=O)c2ccccc2C1=O,77,7,4,85,·,88,16,77
COc1ccc(OCCCC(=O)Nc2cc([N+](=O)[O-])ccc2C)cc1,100,0,-19,100,99,101,5,83
c1cc[n+](CCC[n+]2ccccc2)cc1,100,1,-2,102,98,105,-4,100
COc1ccc(OC)c(S(=O)(=O)N2CCc3ccccc3C2)c1,96,6,-1,99,93,106,3,97
Nc1cc(=O)[nH]c(SCC(=O)Nc2cc([N+](=O)[O-])ccc2Cl)n1,92,10,1,97,111,99,2,85
CCc1cc2cc(C(=O)N3CCN(Cc4ccccc4)CC3)sc2s1,·,0,4,88,92,90,1,82
CCCOc1ccc2[nH]cc(C(=O)O)c(=O)c2c1,103,10,-10,97,97,104,21,97
CCN(CC)S(=O)(=O)c1cccc(NC(=O)COC(=O)CCC(=O)c2ccc(F)cc2)c1,103,5,-6,97,99,97,5,97
CCOC(=O)c1nn(-c2ccccc2)c(=O)cc1OCC(=O)Nc1cc(C)ccc1C,100,-1,0,96,103,96,5,101
O=C(CSc1nnc(-c2ccc3c(c2)OCO3)n1-c1ccccc1)c1ccc(Cl)cc1,93,1,-114,94,93,93,-4,104
Cc1[nH]c2ccccc2c1/C=C/c1nc2ccccc2c(=O)[nH]1,86,166*,-15,93,97,95,-8,89

(further entries)
SMILES,AGP1-GFP MLPCN,AHR activator,proCasp3 act,RPL19A-GFP yeast,LAP4 TOR yeast,MEP2 TOR yeast,proCasp7 act,CIT2 TOR yeast
Oc1ccc2ccccc2c1N=Nc1nccs1,97,39,-18,106,165*,123,-8,104
COc1cccc(NC(=O)CCCn2nc(C)c3c(C)n(-c4ccccc4)nc3c2=O)c1,82,1,3,98,100,105,-5,105
Cc1cc(NC(=O)c2noc3c2CCCCC3)nn1Cc1ccc(Cl)cc1,100,16,4,102,100,106,4,94
CC(=O)N1CCN(C(=O)c2cc(S(=O)(=O)Nc3ccc(S(C)(=O)=O)cc3)ccc2Cl)CC1,97,1,-2,97,117,91,16,89
COc1ccc(-c2ccc(CCC(=O)O)n2-c2ccc(O)cc2)cc1,104,17,-7,98,107,103,-18,99
CCC(=O)c1ccc(OCC(O)Cn2nc(C)c(Br)c2C)cc1 (stereo unspecified),85,3,-2,87,90,95,5,95
O=C(CC12CC3CC(CC(Br)(C3)C1)C2)NC1=NCCS1,100,1,1,99,105,101,-6,103
COc1ccc(-c2cc(C(=O)Nc3cccnc3Cl)no2)cc1,103,-1,-2,105,100,109,-1,106
Cc1cc(OCc2cc(C(=O)N(C)Cc3nonc3C)no2)cc(C)c1Cl,95,-5,2,93,105,95,10,96
Cc1cccc(C(C)C)c1NC(=O)CSc1nncn1C,100,1,-1,100,91,100,-5,105
C[C@H](NC(=O)c1nc[nH]c1C(=O)N[C@@H](C)c1ccccc1)c1ccccc1,94,-1,-2,90,96,90,-3,95
CCOC(=O)N1CCC(=NNC(=O)NC2CCCCC2)CC1,95,8,4,105,97,101,-4,100
N#C/C(=C/c1ccc(OCc2ccc(C(=O)O)cc2)c(Br)c1)c1cccc(F)c1,100,-3,0,98,98,98,6,103
CC1(C)C2CCC1(CS(=O)(=O)N1CCN(c3ccccc3F)CC1)C(=O)C2 (stereo unspecified),105,0,-5,109,99,112,-1,108
CC1=NNC(=O)C1CC(=O)N/N=C/C(Br)=C/c1ccccc1 (stereo unspecified),117,0,-6,104,109,100,5,105

More structures.
SMILES,AGP1-GFP MLPCN,AHR activator,proCasp3 act,RPL19A-GFP yeast,LAP4 TOR yeast,MEP2 TOR yeast,proCasp7 act,CIT2 TOR yeast
COc1ccc(NS(=O)(=O)c2ccc3nc(COc4ccc(Cl)c(C)c4)[nH]c3c2)cc1,101,21,-4,106,94,108,1,107
CC(C)c1ccc(C(=O)NCCCc2ccccc2)cc1,97,21,-5,97,109,93,-5,84
Cc1cccc(N2CCN(S(=O)(=O)c3ccc(Cl)nc3)CC2C)c1 (stereo unspecified),103,1,2,98,113,100,5,88
CCC1=NN(C(=O)COc2ccccc2)C(O)(c2ccncc2)C1 (stereo unspecified),99,0,4,97,96,93,5,88
CC(=O)Nc1ccc(S(=O)(=O)NCCC(=O)N2CCc3ccccc32)cc1,101,8,-4,100,110,110,-3,93
CSc1nc2ccc(NC(=O)c3cc4ccccc4o3)cc2s1,99,3,-1,102,97,108,-2,100
O=C1CCc2cc(S(=O)(=O)N3CCN(c4ccccc4F)CC3)ccc2N1,97,15,1,96,92,102,12,104
COc1ccc(/C=C\C(=O)O[C@@H]2C(O)C(O[C@@H]3OC(C)[C@H](O[C@@H]4OCC(O[C@H]5O[C@H](CO)[C@@H](O)C(O)C5O)C(O)C4O)C(O)C3O)[C@H](OC(=O)[C@]34CCC(C)(C)C[C@@H]3C3=CCC5[C@@]6(C)CC(O)C(O[C@@H]7OC(CO)C(O)[C@H](O)[C@H]7O)[C@@](C)(C(=O)O)C6CC[C@@]5(C)[C@]3(CO)CC4)O[C@H]2C)cc1 (stereo partly specified),86,-5,-2,95,88,89,-2,86
CCCCn1c(N)c(N(CCOC)C(=O)c2cccc(N3C(=O)c4ccccc4C3=O)c2)c(=O)[nH]c1=O,104,-2,-3,96,109,98,4,102
CC1(C)CN(C(=S)Nc2ccc(F)cc2F)C1=O,90,1,3,98,89,98,0,92
c1cncc(-c2csc(-c3cccnc3)n2)c1,100,-3,-2,104,99,103,9,97
O=C(N/N=C/c1ccc(O)c2ncccc12)c1cccc(Br)c1,112,2,-28,102,98,111,-13,·
O=C(CSc1nnc(Cc2cccs2)n1Cc1ccco1)Nc1cccc(Cl)c1,94,4,-3,95,98,101,1,91
O=C(CCc1ccccc1)Nc1ncn[nH]1,108,-1,5,103,100,99,11,109
O=C(CCNS(=O)(=O)c1cccs1)Nc1nccs1,92,1,5,98,108,100,7,92
COc1ccc(Br)cc1CNC(=O)C1CCN(c2nnc(N3CCCC3=O)s2)CC1,106,1,4,101,106,103,-12,104
CS(=O)(=O)Nc1ccc(C(=O)Nc2ccc3c(c2)OCO3)cc1,106,1,-5,103,106,109,13,113
